ARFGAP1 inhibitor: inhibitors of rat ARFGAP1 GAP activity, primary screen, biochemical, fluorescence polarization, GDP tracer; 0.26% of 360,000 active; ADP-ribosylation factor GTPase-activating protein 1 (Rattus norvegicus), Q62848; AID 651572, 2012; inhibition, % at 16.5 µM; Arfgap1-stimulated ARF1 GTP hydrolysis, GDP FP detection;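 active = inhibition above a per-plate limit, mean inhibition of low control wells plus 3 SD, cut at about 25% in these data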;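 note: 0% = DMSO wells with enzyme and 100% = wells lacking Arfgap1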
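Assay system: Rat Arfgap1 GAP domain (His6, aa 1-136), purified enzyme | Buffer or medium: HEPES 25 mM pH 7.5, NaCl 150 mM, MgCl2, DTT | Schedule: GTP hydrolysis reaction 2 h at 25 °C | Signal: FP of antibody-bound GDP Alexa 633 tracer, ex 620/em 688 nm | Measure: Percent inhibition of Arfgap1-stimulated GTP hydrolysis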
ADAM17 inh: ADAM17 inhibitors, primary screen, biochemical, QFRET; Disintegrin and metalloproteinase domain-containing protein 17 (Homo sapiens), P78536; recombinant ADAM17, EDANS/DABCYL FRET peptide cleavage; inhibition, % at 6.95 µM; 0.83% of 370,000 active;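 active = inhibition above the mean of compounds lying between control limits plus 3 SD, set per campaign, cut at about 8.5% in these data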;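 note: 0% = DMSO-only wells as the low control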
Target sequence (P78536 215-824 limits assumed): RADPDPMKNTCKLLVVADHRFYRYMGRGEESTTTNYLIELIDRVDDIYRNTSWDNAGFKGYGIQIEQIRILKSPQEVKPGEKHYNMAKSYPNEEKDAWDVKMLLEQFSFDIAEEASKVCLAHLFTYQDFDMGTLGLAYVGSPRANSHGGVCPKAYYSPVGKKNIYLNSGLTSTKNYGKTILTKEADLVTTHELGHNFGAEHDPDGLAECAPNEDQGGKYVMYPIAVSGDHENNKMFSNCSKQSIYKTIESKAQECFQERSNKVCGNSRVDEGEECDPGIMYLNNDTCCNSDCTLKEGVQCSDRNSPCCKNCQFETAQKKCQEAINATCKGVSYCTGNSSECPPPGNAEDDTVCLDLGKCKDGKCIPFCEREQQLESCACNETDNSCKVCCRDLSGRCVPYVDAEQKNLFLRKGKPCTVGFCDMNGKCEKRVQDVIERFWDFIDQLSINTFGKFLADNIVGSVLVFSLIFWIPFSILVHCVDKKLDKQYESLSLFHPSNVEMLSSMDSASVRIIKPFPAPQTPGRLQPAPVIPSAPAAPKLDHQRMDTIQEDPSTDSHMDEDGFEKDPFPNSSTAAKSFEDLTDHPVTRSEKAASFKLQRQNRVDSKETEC
TDP2 absorb: human TDP2 enzyme inhibitors, primary screen, biochemical, epi absorbance, recombinant enzyme | Tyrosyl-DNA phosphodiesterase 2 (Homo sapiens), O95551 | T5PNP hydrolysis, p-nitrophenol absorbance 415 nm | inhibition, % at 12.8 µM | 0.34% of 370,000 active;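 active = inhibition above the mean of all tested compounds plus 3 SD, set per campaign, cut at about 25% in these data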;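 note: 0% = DMSO with enzyme and 100% = buffer with substrate but no TDP2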
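test system = human TDP2 enzyme | input = TDP2 enzyme at 120 nM final | medium = 50 mM Tris-HCl pH 7.5 with Mg2+, KCl, DTT, BSA | also added = T5PNP substrate, 5 mM | times = 2 h at 37 °C | technique = epi absorbance | benchmarks = high control without enzyme, low control DMSO plus TDP2 | replication = each compound tested once, singlicate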
DDE Tn6 FP inh: inhibitors of Tn6 peptide binding to fibrin DD(E), primary screen, biochemical, fluorescence polarization, human fibrin, Tn6 probe. Fibrinogen beta chain (Homo sapiens), P02675. 0.21% of 370,000 active. AID 720509, 2013. Fibrin DD(E) TRITC-Tn6 fluorescence polarization displacement. inhibition, % at 8.3 µM;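 active = inhibition above a per-campaign cutoff: mean of compounds within control limits plus 3 SD, cut at about 15% in these data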;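 note: 0% = median of all compound wells on the plate and 100% = blocking peptide control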
Target sequence (P02675 whole entry, looked up): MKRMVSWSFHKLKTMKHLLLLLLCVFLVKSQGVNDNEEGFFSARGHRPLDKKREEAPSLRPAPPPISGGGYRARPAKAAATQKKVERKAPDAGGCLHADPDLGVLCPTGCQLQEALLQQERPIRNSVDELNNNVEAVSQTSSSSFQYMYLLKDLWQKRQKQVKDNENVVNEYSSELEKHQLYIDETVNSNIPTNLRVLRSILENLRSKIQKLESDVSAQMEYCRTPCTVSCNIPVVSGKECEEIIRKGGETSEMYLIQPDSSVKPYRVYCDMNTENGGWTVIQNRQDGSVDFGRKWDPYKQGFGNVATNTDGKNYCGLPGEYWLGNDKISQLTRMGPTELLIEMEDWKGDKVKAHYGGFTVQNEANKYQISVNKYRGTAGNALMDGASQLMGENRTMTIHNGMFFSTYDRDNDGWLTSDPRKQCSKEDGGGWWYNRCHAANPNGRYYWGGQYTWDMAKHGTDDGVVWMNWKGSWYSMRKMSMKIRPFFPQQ
ASAP1 GAP inh: inhibitors of human ASAP1 ArfGAP activity, primary screen, biochemical, fluorescence polarization; inhibition, % at 16.5 µM; ASAP1-stimulated ARF1 GTP hydrolysis, GDP FP detection; Arf-GAP with SH3 domain, ANK repeat and PH domain-containing protein 1 (Homo sapiens), …; 0.19% of 360,000 active; AID 624377, 2012; in the data active = inhibition above about 25%;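 note: 0% = vehicle with enzyme and substrate and 100% = no enzyme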
Tn7 DDE FP: inhibitors of Tn7 peptide binding to fibrin DD(E), primary screen, biochemical, fluorescence polarization, human fibrin, Tn7 probe; FP displacement of FITC-Tn7 peptide from fibrin DD(E); 0% = median of compound wells per plate; inhibition, % at 8.3 µM; 0.13% of 370,000 active; AID 720508, 2013; Fibrinogen beta chain (Homo sapiens), P02675;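 active = inhibition above the mean of compounds falling within the control limits plus 3 SD of them, cut at about 14% in these data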;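 note: 0% = plate median of compound wells and 100% = 10 µM Aha-Tn7 peptide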
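Test system – human fibrin DD(E) · Times – 10 min preincubation, 3 h with tracer, room temperature · Detection – fluorescence polarization of the labelled Tn7 tracer · Measure – percent inhibition normalized to high-control wells · Benchmarks – high control wells with 10 µM unlabelled Aha-Tn7 peptide (full inhibition) · Repeats – singlicate testing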
LEDGF integ inh: blockers of LEDGF/p75-dependent integrase strand transfer – biochemical, TR-FRET, high throughput, primary screen | HIV-1 integrase (with human LEDGF/p75) | TR-FRET IN-LEDGF/p75 DNA integration, Eu/Cy5 | inhibition, % at 3.7 µM | 0.64% of 370,000 active | AID 743269, 2014;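 active = inhibition above the screen-wide mean plus 3 SD, cut at about 13% in these data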;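 note: signal is the Cy5 over europium emission ratio at 671 and 618 nm; 0% = plate median of compound wells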
proKLK7 act: proKLK7 zymogen activators, primary screen, biochemical, fluorescence intensity; Kallikrein-7 (Homo sapiens), P49862; purified proKLK7, EDANS-DABCYL substrate fluorescence; 100% is mature enzyme control, 0% vehicle; activation, % at 7 µM; 0.9% of 370,000 active; AID 652039, 2013;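 active = activation above the mean of all tested compounds plus 3 SD, computed per campaign excluding outliers beyond control limits, cut at about 13% in these data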
PLC-gamma1 inh: PLC-gamma1 enzyme inhibitors, primary screen, biochemical, fluorescence, purified enzyme; 1-phosphatidylinositol 4,5-bisphosphate phosphodiesterase gamma-1 (Homo sapiens), P19174; fluorogenic substrate; inhibition, % at 12.2 µM; 0.84% of 370,000 active; AID 720700, 2013; in the data active = inhibition above about 9.5%
ADAM10 inh: human ADAM10 inhibitors, primary screen, biochemical, QFRET, HTS. Disintegrin and metalloproteinase domain-containing protein 10 (Homo sapiens), O14672. recombinant ADAM10, EDANS/DABCYL FRET peptide cleavage, 3 h. inhibition, % at 7 µM. 0.62% of 370,000 active;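 active = inhibition above a per-campaign cutoff equal to the mean of compounds falling between control-based bounds plus 3 SD, cut at about 20% in these data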;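 note: 0% = DMSO wells while the 100% control is not disclosed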
Active calls of the source: *.

1. C/C(=N/NC(=O)c1ccc2c(c1)OCO2)c1ccc(Br)s1
2. O=C(Nc1nnc(C2CC2)s1)c1cc(S(=O)(=O)N2CCCCC2)ccc1N1CCOCC1
3. COc1ccc2nc(Nc3nc(C)c(CCC(C)C)c(=O)[nH]3)nc(C)c2c1
4. O=C(N/N=C/c1ccc(F)cc1)c1cc(-c2ccccn2)nc2ccccc12
5. Cc1ccc(NC(=O)CN2C(=O)NC(C)(CC(C)C)C2=O)cc1F (stereo not drawn)
Compound	1	2	3	4	5
ARFGAP1 inhibitor	-1	-5	5	-6	-14
ADAM17 inh	1	0	-8	-1	-2
TDP2 absorb	-6	5	6	12	-8
DDE Tn6 FP inh	-1	4	0	7	0
ASAP1 GAP inh	-12	4	-6	-2	-26
Tn7 DDE FP	2	2	-1	-4	6
LEDGF integ inh	4	-1	-2	-1	-1
proKLK7 act	0.9	0.7	0.3	-4.4	0.5
PLC-gamma1 inh	3	-12	-3	-1	-1
ADAM10 inh	7	-4	-4	-10	-1

Results in ADAM10 inh, ADAM17 inh and DDE Tn6 FP inh (3 entries from above):
nr | molecule | ADAM10 inh | ADAM17 inh | DDE Tn6 FP inh
1 | C/C(=N/NC(=O)c1ccc2c(c1)OCO2)c1ccc(Br)s1 | 7 | 1 | -1
2 | O=C(Nc1nnc(C2CC2)s1)c1cc(S(=O)(=O)N2CCCCC2)ccc1N1CCOCC1 | -4 | 0 | 4
3 | COc1ccc2nc(Nc3nc(C)c(CCC(C)C)c(=O)[nH]3)nc(C)c2c1 | -4 | -8 | 0

Other results follow:
6. O=C(NCc1cc(C(F)(F)F)cc(C(F)(F)F)c1)C1CC(c2c(Cl)cccc2Cl)=NO1 (stereo not drawn)
7. O=C(Cc1cccc(C(F)(F)F)c1)N1CCCC1
8. CC(C)c1nc(Cl)c(C#N)c2c1CSC(C)(C)C2
9. COc1cc(C2C(C(C)=O)=C(O)C(=O)N2Cc2ccccc2)ccc1O (stereo not drawn)
10. CN1CCN(c2nc3c(c(=O)n(C)c(=O)n3C)n2CCSc2nnnn2-c2ccccc2)CC1
Compound	6	7	8	9	10
ARFGAP1 inhibitor	6	0	-7	8	2
ADAM17 inh	4	-4	2	-3	0
TDP2 absorb	-10	11	-10	17	1
DDE Tn6 FP inh	-3	-7	-4	5	0
ASAP1 GAP inh	13	0	0	0	-4
Tn7 DDE FP	8	-5	-2	0	-7
LEDGF integ inh	2	0	1	-2	4
proKLK7 act	0.4	0.2	-0.1	0.5	0.2
PLC-gamma1 inh	-5	-1	1	2	1
ADAM10 inh	19	-2	6	2	-2

11. O=C(NCCO)c1cc(-c2cc(C(=O)NCCO)c3ccccc3n2)nc2ccccc12
12. COC(=O)c1sc(=S)n(-c2ccccc2)c1N
13. O=C(CN1C(=O)NC2(CCCC2)C1=O)NNC(=O)c1ccc(Cl)cc1
14. CCCOc1ccc(C(CC(=O)O)NC(=O)C(c2ccccc2)c2ccccc2)cc1 (stereo not drawn)
15. CN(C)c1ccc(NC(=O)COC(=O)c2cc(Cl)ccc2[N+](=O)[O-])cc1
Compound	11	12	13	14	15
ARFGAP1 inhibitor	0	-12	7	-6	-4
ADAM17 inh	-4	-3	-4	-3	3
TDP2 absorb	17	4	9	4	-7
DDE Tn6 FP inh	2	4	0	-2	0
ASAP1 GAP inh	5	11	-11	-1	7
Tn7 DDE FP	0	5	1	-1	7
LEDGF integ inh	-1	-1	-4	1	-4
proKLK7 act	-0.1	-0.3	0.0	0.1	0.4
PLC-gamma1 inh	1	1	7	-4	-2
ADAM10 inh	-11	2	-17	-3	2

16. CC1CN(c2oc(-c3ccccc3Cl)nc2C#N)CC(C)O1 (stereo not drawn)
17. CCCC(=O)N1CCC1(C)C(=O)Nc1ccc2nc(C)ccc2c1 (stereo not drawn)
18. CCOC(=O)NC(=O)/C(C#N)=C(/C)N(C)C
19. O=C1NC(=Nc2cccc(Cl)c2)SC1Cc1cccc(Cl)c1Cl (stereo not drawn)
20. COc1ccccc1NC(=O)Nc1cccc(C)n1
Compound	16	17	18	19	20
ARFGAP1 inhibitor	-5	0	12	-3	6
ADAM17 inh	-3	-8	-10	-1	0
TDP2 absorb	13	-10	-6	-3	-26
DDE Tn6 FP inh	-2	0	-8	-1	-3
ASAP1 GAP inh	5	2	14	-5	2
Tn7 DDE FP	-4	3	-1	-4	-8
LEDGF integ inh	2	2	-1	3	4
proKLK7 act	0.1	0.8	0.3	-1.0	-0.3
PLC-gamma1 inh	1	-6	2	3	4
ADAM10 inh	-20	-36	-15	1	10

Compound profiles, from the list above. Screens in order: ARFGAP1 inhibitor, ADAM17 inh, TDP2 absorb, DDE Tn6 FP inh, ASAP1 GAP inh, Tn7 DDE FP, LEDGF integ inh, proKLK7 act, PLC-gamma1 inh, ADAM10 inh
`O=C1NC(=Nc2cccc(Cl)c2)SC1Cc1cccc(Cl)c1Cl` (stereo not drawn) as listed: -3, -1, -3, -1, -5, -4, 3, -1.0, 3, 1
`CC1CN(c2oc(-c3ccccc3Cl)nc2C#N)CC(C)O1` (stereo not drawn) as listed: -5, -3, 13, -2, 5, -4, 2, 0.1, 1, -20

The list goes on.
21. C/C(CC(=O)NCc1ccc(Cl)cc1)=N\NC(=O)COc1ccc(C)cc1Br
22. O=C(O)C1CCC(C(=O)O)O1 (stereo not drawn)
23. COc1ccc(C(CCNCc2ccc(F)cc2)c2ccc(F)cc2)cc1 (stereo not drawn)
24. COc1ccc(C(=O)N2CCCC(CO)(Cc3ccccc3C)C2)o1 (stereo not drawn)
25. COC(=O)c1ccc(N2C(=O)c3cc(N4CCOCC4)c([N+](=O)[O-])cc3C2=O)cc1
Compound	21	22	23	24	25
ARFGAP1 inhibitor	-1	-4	-2	-3	0
ADAM17 inh	0	-3	0	-3	-3
TDP2 absorb	-15	-8	0	-1	-1
DDE Tn6 FP inh	-3	-6	1	-6	-5
ASAP1 GAP inh	2	-12	-19	13	5
Tn7 DDE FP	6	4	11	-3	5
LEDGF integ inh	-2	0	-3	-1	0
proKLK7 act	-0.1	-0.3	-0.3	0.9	-0.3
PLC-gamma1 inh	0	-1	5	-2	2
ADAM10 inh	0	-10	2	-4	-2

26. CSC1=NSC2=NC(=O)/C(=C\c3ccc(OC(=O)c4ccco4)cc3)C(=N)N12
27. Cc1ccc(O)c(N=Nc2nccs2)c1
28. CC(=O)c1ccc(NC(=O)C2CCCN2S(=O)(=O)c2ccc(C)cc2)cc1 (stereo not drawn)
29. O=C(CSc1ccccn1)N1CCCC(Nc2ccc(F)c(F)c2)C1 (stereo not drawn)
30. CCOC(=O)c1c(NC(=O)C2CC(Cl)=CCC2C(=O)O)sc2c1CC(C)(C)OC2 (stereo not drawn)
Compound	26	27	28	29	30
ARFGAP1 inhibitor	-4	-8	2	-9	-5
ADAM17 inh	-2	-4	4	-7	-4
TDP2 absorb	12	-9	-18	4	3
DDE Tn6 FP inh	-1	-6	-3	-5	-8
ASAP1 GAP inh	3	-5	23	-2	-4
Tn7 DDE FP	-7	3	1	-2	-7
LEDGF integ inh	3	-10	8	0	3
proKLK7 act	-0.3	0.2	-0.3	0.4	0.0
PLC-gamma1 inh	-16	1	9	-14	-4
ADAM10 inh	-13	1	4	-5	0

31. COC(=O)c1c(C)oc2c1cc(NS(=O)(=O)c1ccc(C(=O)O)cc1)c1ccccc12
32. COc1ccccc1NC(=O)Oc1ccc(NC(=O)c2ccco2)cc1
33. COC1=CC(=O)OC(c2ccc(OC)cc2)C1 (stereo not drawn)
34. CC1(C(=O)NS(=O)(=O)c2ccccc2C(F)(F)F)CCN1C(=O)c1cccc(F)c1 (stereo not drawn)
35. Cn1cccc1/C=N\NC(=O)Cc1ccc(Br)c2ccccc12
Compound	31	32	33	34	35
ARFGAP1 inhibitor	5	-3	-10	-1	10
ADAM17 inh	-8	-3	-3	-2	2
TDP2 absorb	1	-7	1	1	3
DDE Tn6 FP inh	-11	2	-6	2	1
ASAP1 GAP inh	0	-8	-10	-6	-1
Tn7 DDE FP	9	-1	8	-4	-8
LEDGF integ inh	4	1	-4	1	-5
proKLK7 act	-0.1	0.3	0.1	0.0	-0.1
PLC-gamma1 inh	-1	5	0	1	-3
ADAM10 inh	-16	-8	-5	-3	1

36. CCc1nc2ccccc2n(CCOCCOCCn2c(=O)c(CC)nc3ccccc32)c1=O
37. CC1CCN(C(=O)CN2C(=O)C(=O)N(C)C2=O)c2ccccc2S1 (stereo not drawn)
38. CCOC(=O)C1=C2N(C)c3ccccc3N2CCC1=O
39. O=C(Cn1cc2c(n1)CCCC2)Nc1cc(-c2cccc(Cl)c2)no1
40. COc1ccc(Cl)cc1C(=O)NCCCN1CCOCC1
41. CCCn1c2c(c(O)c(C(=O)Nc3ccccc3)c1=O)CCCC2
Compound	36	37	38	39	40	41
ARFGAP1 inhibitor	6	-6	-5	7	1	2
ADAM17 inh	-2	1	-2	3	-4	1
TDP2 absorb	6	0	5	-1	10	-4
DDE Tn6 FP inh	3	-4	-4	-5	-8	0
ASAP1 GAP inh	-5	9	6	8	-3	-9
Tn7 DDE FP	1	-1	-3	3	8	-4
LEDGF integ inh	1	-1	-2	-2	-3	-5
proKLK7 act	0.1	-0.1	0.1	0.5	0.0	-0.3
PLC-gamma1 inh	-2	5	-2	-4	-2	5
ADAM10 inh	-12	-5	-2	-7	-2	5

From PubChem

Not a hit list. Share with any hit: about 4.2%.
